Screening results deposited in PubChem BioAssay by Broad Institute.
PglD DTNB: blocks C. jejuni PglD acetyltransferase activity. AID 602405. actives 0.098% (n = 360,000). inhibition, % at 12.5 µM. purified PglD enzyme, DTNB colorimetric CoA detection; in the data active means inhibition above about 16%, passing the limit was not always enough; further: strong numbers were not always called active
miR-122 sensor: inhibitors of miR-122 in Huh7 cells | Huh7 miR-122 Renilla luciferase sensor, 48 h; neutral wells = 0, positive control = 100 | activation (reporter increase), % at 12.5 µM | actives 0.3% (n = 340,000);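 active means mean replicate activation score at least 90 and every replicate individually at or above 90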;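 further: higher luciferase means less miR-122 activity so hits act as miR-122 inhibitors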
ERAP1 HTS inh: ERAP1 (human) enzyme inhibition; actives 0.15% (n = 340,000); inhibition, % at 10.7 µM; recombinant ERAP1, Leu-AMC fluorescence, 60 min; Q9NZ08;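 active means mean replicate inhibition of at least 30%, or all replicates individually reaching that 30% level; inactive means mean below 30% and not every replicate reaching it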;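 further: 0% = neutral control wells and 100% = L-leucinethiol positive control wells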
RAD54 inh: blocks human RAD54 Holliday junction branch migration; Q92698; FAM/BHQ fluorescence; inhibition, % at 10.4 µM; actives 0.14% (n = 360,000);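 active means mean normalized replicate activity at least 40 and at least half of replicates scoring 40 or more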;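 further: 0% = median of neutral control wells and 100% = median of positive control wells; inhibitors cause a drop in the FAM fluorescence signal; in these data hits start at about 50%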
RAD52 anneal inh: RAD52 (human) annealing inhibition. recombinant RAD52 DNA annealing, FRET fluorescence. inhibition, % at 18.7 µM. actives 0.46% (n = 360,000);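 active means every replicate showing at least 50% inhibition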
Target sequence (P43351 whole entry, looked up): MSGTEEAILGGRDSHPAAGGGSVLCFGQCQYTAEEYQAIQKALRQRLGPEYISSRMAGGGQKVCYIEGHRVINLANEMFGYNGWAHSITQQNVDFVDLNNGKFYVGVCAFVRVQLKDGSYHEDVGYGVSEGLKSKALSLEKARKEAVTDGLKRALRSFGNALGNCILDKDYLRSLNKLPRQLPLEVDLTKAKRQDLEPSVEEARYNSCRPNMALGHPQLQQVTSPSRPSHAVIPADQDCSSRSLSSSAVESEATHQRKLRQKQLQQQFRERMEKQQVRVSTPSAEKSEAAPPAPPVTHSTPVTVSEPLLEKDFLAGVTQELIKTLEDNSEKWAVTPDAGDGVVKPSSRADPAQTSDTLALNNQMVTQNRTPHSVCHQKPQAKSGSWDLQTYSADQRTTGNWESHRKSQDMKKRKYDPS
Cneo AK release: causes C. neoformans cell lysis; lysis activity, % at 15 µM; adenylate kinase release luminescence, 4 h; normalised: neutral wells 0, clomiphene wells 100; actives 0.2% (n = 360,000); AID 651654;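 active means mean lysis activity across replicates of at least 80%, whatever share of replicates individually reach that level; inactive means mean lysis activity below 80%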
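Signal: Adenylate kinase release luminescence | Assay system: Log-phase Cryptococcus neoformans yeast cells | Input: Cells at 5 × 10^6 per mL | Buffer or medium: Fresh YPD growth medium | Compound: Single dose | Schedule: Static 4 h at 37 °C with compound, 1 h detection | Controls: Clomiphene | Read-out: Luminescence rise reflecting yeast cell lysis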
E-selectin induc: E-selectin induction on HUVECs | P16581 | actives 0.37% (n = 260,000) | HUVEC E-selectin immunofluorescence imaging; normalized: neutral wells 0, TNF-alpha wells 100 | AID 686992 | activation, % at 7.58 µM;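 active means mean E-selectin-positive cell signal at least 10% of the positive control, reached in at least 60% of replicates, without over 20% cell loss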;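 further: in these data hits start at about 27%; measured in HUVEC primary endothelial cells; signal is the percent of cells scored E-selectin positive by PE staining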
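Assay system: HUVEC, human umbilical vein endothelial cells / Amount: 3,000 HUVEC/well / Controls: TNF-alpha positive control, DMSO neutral control / Compound dosing: single concentration / Medium: EGM-2 over gelatin coat / Evaluation: percent E-selectin-positive cells / Signal: immunofluorescence imaging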
PGC1a acetyl inh: PGC1a acetylation modulation, inhibitor mode | actives 0.17% (n = 350,000) | U2OS PGC1a acetylation, AlphaScreen anti-acetyl-lysine; with virally co-expressed GCN5 acetyltransferase | inhibition, % at 15.6 µM;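 active means every replicate shows inhibition of at least 40%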;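 further: 0% = neutral control wells and 100% = positive control wells; some results beyond the cut were filed as inactive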
The depositor's hits bear a star; x = no result given; & = joins results of further samples; [ ] = dose if it differs, or a comment. This is a subset; count on the stated rates, not on these rows.

Values in the order: PglD DTNB, miR-122 sensor, ERAP1 HTS inh, RAD54 inh, RAD52 anneal inh, Cneo AK release, E-selectin induc, PGC1a acetyl inh
1	COc1ccc(C2=NCc3nnc(C)n3-c3ccc(Cl)cc32)cc1Cl
→ 3.7, -5.5, x, 3.1, x, 2.7, x, -2.3
2	O=C(Cc1cccnc1)N1CCCCN2[C@H](CO)[C@H](c3ccc(C#CC4CC4)cc3)[C@H]2C1
→ 2.6, 27.0[16.7 µM], 5.2, -5.2, 7.0, 58.8, x, 10.6
3	O=C(CSC1c2ccccc2-c2ccccc21)N/N=C/c1ccccc1O
→ 0.7, x, x, 4.2, x, -0.6, x, 2.6
4	CC(=NCCN1CCOCC1)c1c(O)n(C2CCCCC2)c(=O)[nH]c1=O
→ -1.4, -0.2, x, -12.5, x, -0.1, x, 2.6
5	COc1ccc(OCC(=O)N2CCN(C3CCC(c4ccccc4)CC3)CC2)cc1 (configuration not stated)
→ -6.5, -3.8, -1.2, -2.9, -7.1, 1.5, x, 1.3
6	CC(C)(C)c1nc(NCc2ccc3c(c2)OCO3)c2nnn(Cc3ccccc3Cl)c2n1
→ 4.2, -2.2, x, -1.0, x, 0.1, x, 1.9
7	O=[N+]([O-])c1ccc(N2CCNCC2)cc1NCc1ccco1
→ -2.8, -7.4, -2.7, -4.5, 2.9, 2.3, x, 11.0
8	O=P(C(c1c[nH]c2ccccc12)N1CCOCC1)(N1CCOCC1)N1CCOCC1 (configuration not stated)
→ -0.1, -3.6, x, 4.9, x, 1.0, x, 1.3
9	OCC(Cl)CCl (configuration not stated)
→ -0.1, -2.1, -4.2, 4.7, -11.7, -2.6, x, -9.3
10	CCCCn1c(=O)c(C(=O)Nc2cccc(C)c2)c(O)c2ccccc21
→ 0.7, -0.5, -2.3, -5.3, -10.1, -1.8, x, x
11	C=Cn1ccnc1P(=S)(c1nccn1C=C)c1nccn1C=C
→ 10.0, -1.7, x, 1.5, x, 1.1, x, -3.2
12	CC(=NCc1ccco1)c1c(O)n(Cc2ccccc2)c(=O)[nH]c1=O
→ 0.9, 15.6, x, -10.3, x, -1.4, x, -2.9
13	COC(=O)C1=C(c2ccc(C(C)=O)cc2)C[C@@H]2CC[C@H]1N2C(=O)N1CCC(O)CC1
→ -3.0, 3.0, -2.7, 1.2, -6.3, 0.9, 0.0, 1.8
14	COC(=O)[C@@H]1[C@@H](CO)[C@@H]2Cn3c(ccc(-c4cccnc4)c3=O)[C@H]1N2CCc1ccccc1
→ 5.8, 1.7[16.7 µM], -2.0, -0.8, 3.4, -0.9, 0.0, x
15	O=C1NC(=O)C(CCc2ccccn2)(Cc2cccc(Cl)c2Cl)C(=O)N1c1ccc(Br)cc1 (configuration not stated)
→ x, 0.4, 4.0, x, -9.3, x, x, 4.6
16	CCN(CC)c1ccc(N=Cc2c(O)n(Cc3ccco3)c(=O)[nH]c2=O)cc1
→ x, x, 0.4, x, -152.8, x, -0.3, -5.0
17	O=C(O)CN1C(=O)CN=C(c2ccccn2)c2cc(Cl)ccc21
→ -4.5, -8.8, 2.2, 6.1, -15.3, 5.9, -0.1, x
18	O=C(Cc1ccccn1)N1CCCCN2[C@H](C1)[C@@H](c1ccc(-c3ccc(F)cc3)cc1)[C@@H]2CO
→ 3.5, 10.9[16.7 µM], 2.4, 0.5, -24.2, 0.1, 0.6, -4.7
19	O=C1NC(=O)N(c2ccc3c(c2)OCO3)C(=O)/C1=C\c1ccsc1
→ 1.8, 4.6, 6.7, 3.6, -150.1, 0.6, x, 11.4
20	O=c1[nH]c(=O)n(Cc2ccc(F)cc2)c(O)c1C=NCCCO
→ -1.1, -9.1, x, -4.6, x, -2.5, -2.5, 5.7
21	O=P(Oc1ccccc1)(Oc1ccccc1)C(O)c1ccccc1 (configuration not stated)
→ 0.3, x, -2.5, -6.2, -10.7, 0.8, -0.2, x
22	Cc1cccc(S(=O)(=O)N2[C@@H]3Cn4c(ccc(-c5ccccc5)c4=O)[C@H]2[C@@H](C(=O)O)[C@@H]3CO)c1
→ -2.7, -0.8[16.7 µM], 0.1, 6.8, -17.2, -9.8, 0.0, x
23	N#Cc1cccc(-c2ccc([C@H]3[C@H]4CN(C(=O)Cc5ccncc5)CCCCN4[C@H]3CO)cc2)c1
→ 0.3, 5.8[16.7 µM], -1.5, -3.2, -30.7, -1.4, -0.1, 2.8
24	O=C1CNC[C@@H]2[C@H](c3ccc(Br)cc3)[C@H](CO)N12
→ x, x, -5.9, x, 1.6, x, 0.2, -0.3
25	O=c1[nH]c(=S)n(-c2ccccc2)c(O)c1C=NCc1ccccn1
→ 2.0, -5.1, -3.0, 2.7, -14.1, -0.2, 0.0, 6.2
26	CCC(=O)N1c2ccc(S(=O)(=O)CCC(=O)N3CCC4(CC3)OCCO4)cc2CC1C (configuration not stated)
→ 6.1, -2.7, x, 5.6, x, 0.7, x, -8.4
27	CCN1C(=O)NC(=O)/C(=C\c2cn(CC(=O)N3CCCCC3C)c3ccccc23)C1=O (configuration not stated)
→ 1.8, 2.1, x, -20.7, x, -2.4, x, -3.9
28	CCN1CCN(c2cc(N3CCCC3)c([N+](=O)[O-])cc2F)CC1
→ x, 0.0, 1.3, x, 7.6, x, x, 0.2
29	Cc1ccc(C2=NCC(=O)Nc3ccc(Br)cc32)cc1
→ -3.9, 1.1, 0.0, 1.3, -14.3, 0.0, x, -3.6
30	Cc1ccc(O)c(CN2CCC3CCC(C3)C2)c1 (configuration not stated)
→ -4.8, -6.3, 1.8, 8.5, -18.4, 6.7, -0.5, 5.0

The listing continues.
nr	smiles	PglD DTNB	miR-122 sensor	ERAP1 HTS inh	RAD54 inh	RAD52 anneal inh	Cneo AK release	E-selectin induc	PGC1a acetyl inh
31	CCOC(=O)C1(CCOc2ccccc2)CCN(Cc2ccccc2OC)CC1	4.9	-17.0	-1.9	8.4	2.0	3.6	x	16.1
32	CCC12CN3CCN(CC(C3)/C1=N\O)C2	-4.6	9.0	x	-0.1	x	1.8	x	-6.0
33	Cc1c(C(=O)O)cc(-c2ccccc2)n1Cc1ccccc1	-3.4	x	-0.2	-3.7	-11.2	2.2	0.0	-9.0
34	CCC(CC)N1CCN(C(=O)Cc2ccccc2)CC1	5.9	3.3	x	8.8	x	3.3	x	-10.3
35	C=CCN1C(=O)C2(C(C(=O)OCC)=C(N)Oc3ccccc32)c2c1c1ccccc1oc2=O (configuration not stated)	-0.1	4.6	x	4.8	x	1.5	x	-3.2
36	Oc1c(Br)cc(Br)cc1Br	-3.2	-4.0	-3.6	-9.3	-0.4	3.0	x	5.7
37	CC(C)C(=O)c1cn(Cc2ccccc2C#N)c2ccccc12	-1.0	1.0	x	0.5	x	3.6	x	-8.0
38	CCOc1ccc2oc(C(=O)NN3C(C)CCCC3C)c(C)c2c1 (configuration not stated)	x	x	4.6	x	-45.7	x	3.5	3.0
39	O=c1cccc2n1CC1CC2CN(Cc2ccc3c(c2)OCO3)C1 (configuration not stated)	2.2	-3.7	x	-9.6	x	3.8	x	-3.4
40	C[N+]1(C)[C@@H]2CC(OC(=O)[C@H](CO)c3ccccc3)C[C@H]1[C@@H]1O[C@@H]12 (some centres not stated)	-1.0&5.4	-2.2&1.3	-1.4&-0.3	-2.0&-1.3	0.4&1.1	-5.8&-2.0	2.2&0.0	1.0&4.9
41	O=c1[nH]c(=S)n(-c2ccccc2F)c(O)c1C=NCc1ccco1	3.6	-1.0	x	-5.0	x	-0.9	x	x
42	COC(=O)C1=C(c2ccc(S(C)(=O)=O)cc2)C[C@@H]2CC[C@H]1N2C(=O)NCCS(C)=O (some centres not stated)	5.3	0.7	-5.2	5.5	-18.1	-0.6	-0.1	-16.2
43	N#Cc1ccc(C(=O)N2Cc3cnnn3-c3ccccc3C2C#N)cc1 (configuration not stated)	1.8	-6.9	x	-2.7	1.1	2.5	x	1.9
44	C=C1C(=O)O[C@H]2[C@H]1[C@H](OC(=O)CC(=O)O[C@@H]1C[C@@H](C)[C@@H]3C=CC(=O)[C@@]3(C)[C@H]3OC(=O)C(=C)[C@H]13)C[C@@H](C)[C@H]1C=CC(=O)[C@]12C	-0.9	-0.1	x	-1.5	-20.7	-3.6	0.4	x
45	CC(N)C(=O)OC(C)(C)Cc1ccc(Cl)cc1 (configuration not stated)	-4.4	13.8	-3.0	-5.2	0.4	-0.6	0.5	-6.7
46	O=[N+]([O-])c1ccc(Cl)c(Cl)c1Cl	-2.3	-1.5	6.5	-0.8	-2.3	-0.7	x	1.1
47	CCOc1ccc(NC2=NCCCS2)cc1	0.5	0.9	-6.9	0.5	-8.4	5.3	0.0	x
48	CN1C(=O)C2C[C@@]3(Br)c4ccccc4N(OOSc4ccccc4)[C@H]3N2C(=O)[C@@H]1Cc1ccccc1 (some centres not stated)	-1.2	-0.4	x	5.6	x	-1.1	-0.2	-2.6
